ASAP1 inh = inhibitors of human ASAP1 ArfGAP activity | Q9ULH1 | inhibition, % at 16.5 µM | ASAP1-stimulated ARF1 GTP hydrolysis, GDP FP detection | actives 0.19% (n = 360,000); in the data active = inhibition above about 25%;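 also: 0% = vehicle with enzyme and substrate and 100% = no enzyme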
PLC-beta3 inh = inhibitors of human phospholipase C beta3; Purified PLC-beta3, fluorogenic substrate, fluorescence; inhibition, % at 12.2 µM; actives 0.18% (n = 370,000); Q01970; in the data active = inhibition above about 11%;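 also: 0% = median of compound wells on plate and 100% = full blocker control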
Target sequence (Q01970 whole entry, looked up): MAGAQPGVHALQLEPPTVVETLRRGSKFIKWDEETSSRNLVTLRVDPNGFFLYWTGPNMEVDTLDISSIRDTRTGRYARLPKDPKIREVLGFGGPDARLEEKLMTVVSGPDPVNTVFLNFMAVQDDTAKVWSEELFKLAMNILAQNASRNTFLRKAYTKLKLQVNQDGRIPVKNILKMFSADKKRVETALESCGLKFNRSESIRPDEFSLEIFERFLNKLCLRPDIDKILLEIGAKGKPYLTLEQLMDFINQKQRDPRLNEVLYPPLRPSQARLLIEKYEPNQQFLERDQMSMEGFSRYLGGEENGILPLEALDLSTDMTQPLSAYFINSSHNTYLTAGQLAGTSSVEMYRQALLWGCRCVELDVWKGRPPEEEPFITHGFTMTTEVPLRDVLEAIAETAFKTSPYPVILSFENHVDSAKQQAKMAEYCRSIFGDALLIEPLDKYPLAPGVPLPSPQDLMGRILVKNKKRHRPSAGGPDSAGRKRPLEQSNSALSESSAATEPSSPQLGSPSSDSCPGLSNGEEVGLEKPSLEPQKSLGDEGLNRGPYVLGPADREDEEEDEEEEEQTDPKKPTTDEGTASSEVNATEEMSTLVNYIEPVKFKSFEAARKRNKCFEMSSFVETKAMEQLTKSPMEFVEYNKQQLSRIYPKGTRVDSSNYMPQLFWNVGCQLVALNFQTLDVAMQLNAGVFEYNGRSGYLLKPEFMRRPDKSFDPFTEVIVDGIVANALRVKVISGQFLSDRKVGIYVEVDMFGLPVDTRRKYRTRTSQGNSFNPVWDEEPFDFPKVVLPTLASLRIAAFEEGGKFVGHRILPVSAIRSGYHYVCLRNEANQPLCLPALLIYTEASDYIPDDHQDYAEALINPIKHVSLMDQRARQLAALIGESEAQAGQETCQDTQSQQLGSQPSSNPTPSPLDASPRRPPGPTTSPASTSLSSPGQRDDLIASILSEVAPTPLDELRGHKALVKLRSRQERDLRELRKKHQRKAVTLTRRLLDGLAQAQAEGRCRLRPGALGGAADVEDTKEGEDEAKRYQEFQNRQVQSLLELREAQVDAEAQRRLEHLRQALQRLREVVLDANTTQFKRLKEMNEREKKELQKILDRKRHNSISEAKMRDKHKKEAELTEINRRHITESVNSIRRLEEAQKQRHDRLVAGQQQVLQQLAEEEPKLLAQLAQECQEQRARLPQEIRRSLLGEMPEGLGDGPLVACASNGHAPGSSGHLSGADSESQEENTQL
DDE Tn7 FP inh = DD(E)-Tn7 binding inhibition, primary FP screen. FP displacement of FITC-Tn7 peptide from fibrin DD(E); 0% = median of compound wells per plate. inhibition, % at 8.3 µM. actives 0.13% (n = 370,000);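 active = inhibition above the mean of compounds falling within the control limits plus 3 SD of them, cut at about 14% in these data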;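 also: 0% = plate median of compound wells and 100% = 10 µM Aha-Tn7 peptide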
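System: human fibrin DD(E); quantity: Fibrin-DD(E) at 2 µM final; also added: fluorescent Tn7 probe at 0.1 µM; compound dosing: single nominal test concentration of 8.3 µM per compound; schedule: 10 min preincubation, 3 h with tracer, room temperature; detection: fluorescence polarization of the labelled Tn7 tracer; repeats: one replicate per compound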
ADAM17 inh = ADAM17 inhibition, QFRET primary screen; inhibition, % at 6.95 µM; P78536; recombinant ADAM17, EDANS/DABCYL FRET peptide cleavage; actives 0.83% (n = 370,000);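 active = inhibition above the mean of compounds lying between control limits plus 3 SD, set per campaign, cut at about 8.5% in these data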;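 also: 0% = DMSO-only wells as the low control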
DDE Tn6 FP inh = disrupts Tn6 cyclic peptide binding to fibrin D-Dimer-E complex; Fibrin DD(E) TRITC-Tn6 fluorescence polarization displacement; actives 0.21% (n = 370,000); inhibition, % at 8.3 µM;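 active = inhibition above a per-campaign cutoff: mean of compounds within control limits plus 3 SD, cut at about 15% in these data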;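 also: 0% = median of all compound wells on the plate and 100% = blocking peptide control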
ARFGAP1 inh = rat ARFGAP1 inhibition; actives 0.26% (n = 360,000); inhibition, % at 16.5 µM; Q62848; Arfgap1-stimulated ARF1 GTP hydrolysis, GDP FP detection;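 active = inhibition above a per-plate limit, mean inhibition of low control wells plus 3 SD, cut at about 25% in these data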;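 also: 0% = DMSO wells with enzyme and 100% = wells lacking Arfgap1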
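Material: rat Arfgap1 catalytic domain, aa 1-136; also added: human ARF1(Δ1-17)-GTP substrate; compound dosing: one concentration, 16.5 µM, DMSO 1.26%; incubation: GTP hydrolysis reaction 2 h at 25 °C; measured by: Tracer-displacement fluorescence polarization with EDTA stop, 620/688 nm; evaluation: % inhibition from polarization; repeats: one replicate per compound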
MBD2 inh = inhibitors of human MBD2 binding to methylated oligonucleotide. inhibition, % at 4.4 µM. actives 0.31% (n = 370,000). AID 686964. Q9UBB5. TR-FRET; in the data active = inhibition above about 13%
PLC-gamma1 inh = inhibitors of human phospholipase C gamma1. P19174. purified PLC-gamma1, fluorogenic substrate, fluorescence. inhibition, % at 12.2 µM. actives 0.84% (n = 370,000). AID 720700; in the data active = inhibition above about 9.5%
KLK7 zymogen act = proKLK7 (human) activation, primary screen; AID 652039; purified proKLK7, EDANS-DABCYL substrate fluorescence; 100% is mature enzyme control, 0% vehicle; actives 0.9% (n = 370,000); P49862; activation, % at 7 µM;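 active = activation above the mean of all tested compounds plus 3 SD, computed per campaign excluding outliers beyond control limits, cut at about 13% in these data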
UHRF1 MBD2 ctr = blocks human UHRF1 binding to methylated DNA | actives 0.75% (n = 370,000) | Q96T88 | UHRF1 binding to methylated oligo, TR-FRET | AID 687016 | inhibition, % at 4.4 µM; in the data active = inhibition above about 21%;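 also: UHRF1 SRA domain binding a hemimethylated CpG hairpin DNA probe; 0% = median of test compound wells and 100% = reference inhibitor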
The depositor's hits bear a star; nt = not tested or not shown.

1	CN(C)C1=NCCN1CCc1ccc(F)cc1
2	Cn1c(COc2ccc(Cl)cc2)nnc1SCC(=O)Nc1ccc2c(c1)CCC2
3	CC1CCN(C(=O)COc2ccc(S(=O)(=O)N3CCOCC3)cc2)CC1
4	O=C(Cn1nnc(-c2ccc(Cl)cc2)n1)NCC1CCCCC1
5	Cc1ccc([N+](=O)[O-])cc1Nc1nc(N2CCCC2)nc(N2CCCC2)n1
6	O=C(CSc1nc(=O)n(CCCN2CCOCC2)c2c1CCCC2)Nc1ccc(F)cc1F
7	CCC(CC)C(=O)c1c[nH]c(C(=O)NCCOC)c1
8	CCOC(=O)c1c(NC(=O)CSc2ncn[nH]2)sc(C(=O)NC)c1C
9	CCCCNS(=O)(=O)c1ccc2c(c1)oc(=O)n2CC(=O)OCC
10	CCCCCCCCN1C(=O)[C@@H](CC(=O)N2CCN(C(=O)OCC)CC2)C[C@@]2(C(=O)OC)C1=C[C@H](C1CCCC1)O[C@@H]2C
entry no. | 1 | 2 | 3 | 4 | 5 | 6 | 7 | 8 | 9 | 10
ASAP1 inh | 18 | -4 | -2 | -10 | -3 | -10 | 7 | 1 | 6 | -7
PLC-beta3 inh | 1 | 3 | 1 | -5 | -6 | -3 | 1 | -8 | 1 | 1
DDE Tn7 FP inh | -2 | 4 | -3 | 0 | -2 | 3 | 0 | 6 | -6 | 6
ADAM17 inh | -1 | 0 | -4 | 0 | -2 | -2 | -1 | -6 | -1 | -3
DDE Tn6 FP inh | 2 | -4 | 0 | -7 | -4 | 1 | -3 | -3 | 1 | 1
ARFGAP1 inh | -7 | 12 | -6 | 15 | 16 | 1 | 3 | 7 | 6 | -13
MBD2 inh | -4 | 4 | -1 | 5 | -2 | -2 | 3 | 10 | -5 | 0
PLC-gamma1 inh | 7 | -2 | -2 | -1 | 1 | 8 | -1 | 0 | 0 | -3
KLK7 zymogen act | -0.1 | -0.9 | -0.3 | -0.4 | -0.3 | 0.4 | -0.4 | 0.1 | 0.5 | 0.2
UHRF1 MBD2 ctr | 1 | -3 | -3 | 3 | 0 | -1 | -1 | 3 | -2 | -1

11	c1ccc(CNC2CC3CCC2C3)cc1 (stereo not given)
12	COc1ccc2nc(SCc3ccccc3C)nc(C)c2c1
13	O=C(/C=C/c1ccccc1)Nc1ccc2c(c1)C(=O)NC2=O
14	COc1ccc(-c2nn(C)c(=O)c3ccccc23)cc1NC(=O)Cn1nc(-c2ccccc2)c2ccccc2c1=O
15	O=C(NCCCCl)C1CC(=O)N(CCc2ccc(F)cc2)C1 (stereo not given)
16	CCOC(=O)C1(Cc2cccc(F)c2)CCN(C(=O)C2CCOCC2)CC1
17	CCOC(=O)C1=C(COC(=O)COc2ccccc2C=O)NC(=O)NC1C (stereo not given)
18	COC(=O)[C@H](CC(C)C)NS(=O)(=O)N[C@@H](CC(C)C)C(=O)OC
19	CC(=O)Nc1ccc(/C=C/c2nc3ccccc3o2)cc1
20	CC1(C)CCN(Cc2ccccc2)C1CC#N (stereo not given)
entry no. | 11 | 12 | 13 | 14 | 15 | 16 | 17 | 18 | 19 | 20
ASAP1 inh | 9 | 6 | 10 | 14 | -6 | 3 | -15 | -4 | 4 | 15
PLC-beta3 inh | 6 | -4 | -67 | -8 | -1 | 4 | -19 | 4 | -135 | 0
DDE Tn7 FP inh | -2 | 5 | 1 | 0 | 9 | -5 | 2 | 4 | 4 | -4
ADAM17 inh | 0 | -10 | -11 | 0 | -2 | 2 | -8 | -2 | -18 | -6
DDE Tn6 FP inh | 4 | 3 | -1 | -3 | 7 | 1 | -7 | 5 | 6 | -8
ARFGAP1 inh | 8 | 12 | 7 | 1 | -8 | 1 | -3 | 9 | -10 | 4
MBD2 inh | -1 | 3 | -5 | 0 | -3 | -1 | 3 | 1 | -8 | 9
PLC-gamma1 inh | 6 | -1 | -50 | -6 | 4 | 5 | -11 | 1 | -100 | -2
KLK7 zymogen act | -1.7 | -1.1 | -2.3 | -2.0 | 0.0 | 0.5 | 0.3 | -0.2 | 3.1 | 0.0
UHRF1 MBD2 ctr | -2 | 1 | -3 | -1 | 1 | 3 | -1 | -4 | -4 | 0

21	O=C(NC1CCCC1)C(c1ccncc1)N(C(=O)c1csnn1)c1ccc(Cl)cc1 (stereo not given)
22	O=[N+]([O-])c1ccc(Cl)c(/C=N/NC(=S)Nc2ccccc2)c1
23	CC1CCCCC1C(=O)N1CCC(Oc2cccnc2)CC1 (stereo not given)
24	CNC(=O)OCc1nc(SC2CCCCO2)n(C)c1COC(=O)NC (stereo not given)
25	O=C(NCc1ccccc1)c1ccc2c(=O)[nH]c3c(C(=O)NCC4CCCO4)sc(=S)n3c2c1 (stereo not given)
26	O=C(Nc1ccc(N=Nc2ccccc2)cc1)c1ccccc1Cl
27	COc1ccc(N(CC(=O)NC2CCCC2)C(=O)c2ccc(C)s2)cc1OC
28	Cc1ccccc1OCCC(=O)OCC(=O)NC1CCCC1
29	CCCCCCCCCC(=O)N1c2ccccc2NC(=O)C1CC(=O)Nc1ccc(C(=O)O)cc1 (stereo not given)
30	CCOc1ccc(Oc2nc(C)cc(OC)n2)nn1
entry no. | 21 | 22 | 23 | 24 | 25 | 26 | 27 | 28 | 29 | 30
ASAP1 inh | -17 | 0 | nt | 4 | 7 | 2 | -18 | 12 | 8 | 5
PLC-beta3 inh | -6 | 1 | 2 | 0 | -11 | -10 | -7 | -5 | -6 | 0
DDE Tn7 FP inh | 3 | -9 | 6 | 3 | 0 | -1 | -6 | 4 | -5 | 3
ADAM17 inh | -3 | 0 | -5 | -4 | -5 | 6 | -2 | -3 | 1 | -4
DDE Tn6 FP inh | 5 | -6 | -2 | 6 | -8 | 11 | 3 | 3 | 3 | 3
ARFGAP1 inh | -1 | 1 | nt | -8 | 3 | 16 | -4 | 12 | -12 | -10
MBD2 inh | -3 | 0 | -4 | -7 | 1 | -2 | -3 | 0 | 3 | 0
PLC-gamma1 inh | -3 | 3 | 1 | 0 | -2 | 4 | -2 | 1 | 5 | 3
KLK7 zymogen act | 0.7 | 0.0 | -0.6 | 0.1 | -0.7 | -0.2 | -0.3 | 0.5 | -0.3 | -0.3
UHRF1 MBD2 ctr | 1 | 0 | -5 | -2 | -6 | 0 | -1 | -1 | 0 | 1

Some values from the list.
`O=C(NCc1ccccc1)c1ccc2c(=O)[nH]c3c(C(=O)NCC4CCCO4)sc(=S)n3c2c1` (stereo not given) in UHRF1 MBD2 ctr is entered as -6
`CCCCCCCCCC(=O)N1c2ccccc2NC(=O)C1CC(=O)Nc1ccc(C(=O)O)cc1` (stereo not given) in ASAP1 inh is entered as 8
`O=[N+]([O-])c1ccc(Cl)c(/C=N/NC(=S)Nc2ccccc2)c1` in ARFGAP1 inh is entered as 1
`O=C(NC1CCCC1)C(c1ccncc1)N(C(=O)c1csnn1)c1ccc(Cl)cc1` (stereo not given) in KLK7 zymogen act is entered as 0.7
`CCOc1ccc(Oc2nc(C)cc(OC)n2)nn1` in ARFGAP1 inh is entered as -10
`Cc1ccccc1OCCC(=O)OCC(=O)NC1CCCC1` in UHRF1 MBD2 ctr is entered as -1
`CC1CCCCC1C(=O)N1CCC(Oc2cccnc2)CC1` (stereo not given) in KLK7 zymogen act is entered as -0.6

The results go on:
31	CCCCn1c(SCC(=O)c2ccc3c(c2)OCCO3)nnc1-c1ccco1
32	Cc1c(Cl)c([N+](=O)[O-])nn1CC(=O)NCc1ccc(Cl)cc1
33	O=C(Nc1ccnn1C1CCN(Cc2ccc(CO)o2)CC1)c1ccc2c(c1)OCO2
34	Cc1c(O)ccc(C(=O)CN2CCN(Cc3ccccc3)CC2)c1O
35	COc1ccc(-c2noc(C3CCCN(C(=O)c4ccc(C)cc4)C3)n2)cc1 (stereo not given)
36	COc1ccc(OC)c(NC(=O)Cc2ccc(NC3=NC4CS(=O)(=O)CC4S3)cc2)c1 (stereo not given)
37	CC(=O)c1c(C)oc2ccc(N(C(C)=O)S(=O)(=O)c3cccc4cccnc34)cc12
38	O=C(CC(NS(=O)(=O)c1ccc(Cl)cc1)c1ccco1)N1CCc2ccccc21 (stereo not given)
39	Cc1ccccc1-c1nnc(SCC(=O)NC2CCS(=O)(=O)C2)n1C (stereo not given)
40	Cn1c(/C=N/c2nc3ccccc3[nH]2)nc2ccccc21
entry no. | 31 | 32 | 33 | 34 | 35 | 36 | 37 | 38 | 39 | 40
ASAP1 inh | -12 | 4 | -1 | -6 | 7 | -3 | 5 | 10 | 3 | 8
PLC-beta3 inh | 1 | -1 | -7 | -35 | -3 | 2 | -7 | 6 | -2 | -15
DDE Tn7 FP inh | 1 | 2 | 3 | -3 | -8 | -10 | 3 | -4 | 1 | 9
ADAM17 inh | -2 | 0 | 1 | -12 | -2 | 0 | 1 | 7 | -2 | -4
DDE Tn6 FP inh | 1 | 11 | 2 | -2 | 1 | 6 | -4 | -8 | -1 | 7
ARFGAP1 inh | -1 | 7 | -4 | 17 | 5 | 6 | 0 | 2 | 2 | 1
MBD2 inh | -5 | -1 | 6 | -1 | -2 | 4 | 1 | -3 | -2 | 0
PLC-gamma1 inh | 2 | -1 | 1 | -19 | 2 | 2 | 2 | 5 | 0 | -12
KLK7 zymogen act | 0.3 | -0.1 | -0.1 | -0.1 | -0.6 | -0.7 | 0.2 | 0.2 | 0.5 | 0.1
UHRF1 MBD2 ctr | 1 | -1 | 2 | -1 | 3 | 0 | -4 | -1 | 0 | -7

41	CN(CC(=O)Nc1cccc(F)c1)C(=O)CN1C(=O)NC2(CCCCC2)C1=O
42	Cc1cc(CC(=O)O)n(C)c1C(=O)c1ccc(Cl)cc1
43	COc1ccc(-c2nnc(SCc3cccc(C)c3)n2N)cc1
44	Cc1ccc(C(C)C)c(O)c1C(=O)O
45	O=c1c2c(n3nnnc3n1Cc1ccccc1)-c1ccccc1CC21CCCC1
entry no. | 41 | 42 | 43 | 44 | 45
ASAP1 inh | 2 | 8 | -4 | 4 | -3
PLC-beta3 inh | -6 | 0 | 3 | -7 | -4
DDE Tn7 FP inh | 5 | 2 | -8 | 3 | -5
ADAM17 inh | -3 | -1 | 2 | 0 | -5
DDE Tn6 FP inh | 6 | -4 | 9 | 0 | 0
ARFGAP1 inh | 0 | -9 | 3 | -5 | 1
MBD2 inh | 2 | -1 | -3 | -6 | -1
PLC-gamma1 inh | 2 | 1 | 7 | -7 | 3
KLK7 zymogen act | -0.4 | 0.5 | 0.4 | 0.5 | -0.8
UHRF1 MBD2 ctr | 2 | -1 | 0 | -1 | 7

Sorted by the number under KLK7 zymogen act (high to low): some entries from above.
42	Cc1cc(CC(=O)O)n(C)c1C(=O)c1ccc(Cl)cc1
41	CN(CC(=O)Nc1cccc(F)c1)C(=O)CN1C(=O)NC2(CCCCC2)C1=O
45	O=c1c2c(n3nnnc3n1Cc1ccccc1)-c1ccccc1CC21CCCC1
entry no. | 42 | 41 | 45
ASAP1 inh | 8 | 2 | -3
PLC-beta3 inh | 0 | -6 | -4
DDE Tn7 FP inh | 2 | 5 | -5
ADAM17 inh | -1 | -3 | -5
DDE Tn6 FP inh | -4 | 6 | 0
ARFGAP1 inh | -9 | 0 | 1
MBD2 inh | -1 | 2 | -1
PLC-gamma1 inh | 1 | 2 | 3
KLK7 zymogen act | 0.5 | -0.4 | -0.8
UHRF1 MBD2 ctr | -1 | 2 | 7

Screens: PubChem, The Scripps Research Institute Molecular Screening Center
